Source: PubChem BioAssay (The Scripps Research Institute Molecular Screening Center)
FBW7 activator = activators of human E3 ligase FBW7; Q969H0; AlphaScreen FBW7–phospho-cyclin E peptide binding, activator screen; normalized activity (activation), % at 26.1 µM; 0.13% of 650,000 active; AID 1259310; in the data active means normalized activity above about 1.9%;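 further: purified mutant Fbw7 with reduced substrate affinity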
MITF primary = blocks human microphthalmia-associated transcription factor. O75030. 0.91% of 650,000 active. AlphaScreen MITF homodimerization, bead proximity signal. inhibition, % at 2.6 µM; in the data active means inhibition above about 50%;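 further: 0% = vehicle wells with protein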
Target sequence (O75030 whole entry, looked up): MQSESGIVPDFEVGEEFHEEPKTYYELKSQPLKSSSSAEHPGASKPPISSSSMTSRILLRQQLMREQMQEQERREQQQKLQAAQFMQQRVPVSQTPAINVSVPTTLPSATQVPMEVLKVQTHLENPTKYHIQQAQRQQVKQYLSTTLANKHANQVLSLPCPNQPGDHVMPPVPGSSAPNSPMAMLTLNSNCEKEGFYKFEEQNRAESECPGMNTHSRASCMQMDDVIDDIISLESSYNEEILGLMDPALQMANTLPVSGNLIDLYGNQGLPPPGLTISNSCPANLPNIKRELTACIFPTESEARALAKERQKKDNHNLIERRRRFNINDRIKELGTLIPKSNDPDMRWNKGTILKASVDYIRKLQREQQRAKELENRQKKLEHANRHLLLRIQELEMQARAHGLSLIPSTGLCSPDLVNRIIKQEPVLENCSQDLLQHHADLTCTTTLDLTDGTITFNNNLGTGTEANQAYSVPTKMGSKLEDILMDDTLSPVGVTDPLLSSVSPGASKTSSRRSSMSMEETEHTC
GPR151 activ = activates the human receptor GPR151 | 1% of 650,000 active | Q8TDV0 | AID 1508602 | PathHunter beta-arrestin GPR151 cells, luminescence | activation, % at 11.2 µM; in the data active means activation above about 4.9%;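 further: 0% = median of compound wells and 100% = cells with positive control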
Target sequence (Q8TDV0 whole entry, looked up): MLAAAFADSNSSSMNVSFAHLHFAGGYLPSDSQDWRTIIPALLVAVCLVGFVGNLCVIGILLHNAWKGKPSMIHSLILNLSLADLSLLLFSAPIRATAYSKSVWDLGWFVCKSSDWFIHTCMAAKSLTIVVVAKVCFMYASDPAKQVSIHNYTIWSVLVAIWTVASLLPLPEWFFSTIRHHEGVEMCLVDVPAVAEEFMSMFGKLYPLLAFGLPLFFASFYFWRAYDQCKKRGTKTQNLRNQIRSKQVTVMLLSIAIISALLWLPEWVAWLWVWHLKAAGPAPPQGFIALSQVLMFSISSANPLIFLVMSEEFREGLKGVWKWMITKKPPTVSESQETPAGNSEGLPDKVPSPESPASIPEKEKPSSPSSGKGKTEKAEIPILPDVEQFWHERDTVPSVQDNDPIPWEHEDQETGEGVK
TEAD-YAP inh = TEAD-YAP interaction inhibition. AID 1259422. HEK-TIYL cells, TEAD-Gal4/YAP UAS-luciferase luminescence. inhibition, % at 9.12 µM. 1.4% of 640,000 active; in the data active means inhibition above about 32%;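 further: 0% = median of test compound wells and 100% = reference inhibitor wells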
* marks the source's active call; other numbers are inactive results.

Under each structure – FBW7 activator | MITF primary | GPR151 activ | TEAD-YAP inh
- Clc1ccc(Cn2ncc3c(N4CCOCC4)ncnc32)cc1
 : -0.2 | -15 | -1.2 | 8
- Cc1ccc(OCCOc2ccc(/C=C3/C(=N)N4N=C(C(C)C)SC4=NC3=O)cc2)c(C)c1
 : -0.4 | -4 | 0.9 | -13
- CCN(CC)S(=O)(=O)c1ccc(C(=O)NCc2n[nH]c(=S)n2-c2ccccc2OC)cc1
 : 0.4 | -3 | 0.1 | -8
- Nc1cccc(-c2ccc(C(=O)NCc3cccc(C(F)(F)F)c3)s2)c1
 : 0.2 | 1 | -1.5 | 4
- NC(=O)c1c(NC(=O)c2cc(-c3ccc(O)cc3)on2)sc2c1CCCC2
 : 0.0 | 2 | -0.2 | 2
- CCNC(=O)N1CCC(c2nnc(C(C)C)o2)CC1
 : 0.4 | 7 | -0.5 | -8
- CCn1c(/C=C2/C(=O)Nc3ccc(C)cc32)nc2ccccc2c1=O
 : -0.1 | 5 | -0.7 | 13
- Cc1cc(C)cc(N(C(C)C(=O)NCCC2=CCCCC2)S(C)(=O)=O)c1 (stereo not given)
 : 0.0 | -10 | 0.7 | -7
- Cc1ccc(C(=O)Nc2ccccc2N2CCN(C)CC2)cc1Cl
 : -0.1 | -2 | -0.4 | 5
- Nc1ccc(Oc2ccc(-c3nc(N)nc(N)n3)cc2)cc1
 : 0.7 | 13 | -0.8 | -14
- CCOC(=O)C1CCCN(C2CC(=O)N(c3ccc(Br)cc3Br)C2=O)C1 (stereo not given)
 : 0.0 | -12 | -2.5 | -2
- Cc1ccc(C(=O)Nc2ccccc2C(=O)OCCN2CCCC2=O)cc1
 : -0.1 | 1 | -2.3 | -27
- COc1ccc(-c2cc(C(F)(F)F)n3ncc(C(=O)Nc4cccc(C)c4C)c3n2)cc1OC
 : -0.1 | -8 | 0.0 | -3
- CCc1ccc(S(=O)(=O)Nc2ccc3oc4c(c3c2)CCC(C)C4)cc1 (stereo not given)
 : -0.1 | 16 | -0.5 | 11
- CCOC(=O)c1cnn(-c2ncccn2)c1N
 : -1.2 | 22 | 0.4 | 3
- COc1ccc(CCNC(=O)N2CCN(Cc3nc4ccccc4n3Cc3ccccc3)CC2)cc1
 : -0.4 | 43 | -0.5 | -5
- Cc1cccc(N2CCN(CC(=O)N3CCc4ccccc43)CC2)c1C
 : 0.1 | 10 | 1.0 | 10
- COc1ccc(Cl)cc1NC(=O)c1cnn2c(C(F)(F)F)cc(-c3ccco3)nc12
 : 0.0 | 4 | 0.5 | 8
- CC[C@H](Cn1nnc2ccccc2c1=O)NC(=O)Cc1ccc(F)cc1
 : 0.2 | 11 | -0.5 | 13
- CCOC(=O)CSc1nc2c(sc(=S)n2-c2ccccc2C)c(=O)n1-c1ccccc1C
 : 0.2 | 1 | 1.7 | -5
- CCS(=O)(=O)Nc1ccc(-c2nnc(SCC(=O)c3ccc(C)c(C)c3)o2)cc1
 : 0.0 | 3 | 0.8 | 4
- Cc1ccc(CNC(=O)CCS(=O)(=O)c2cccc3nonc23)o1
 : -0.2 | 6 | 0.1 | 2
- COc1cc(/C=N\Nc2cc(=O)n(C)c(=O)n2C)ccc1O
 : -0.1 | 21 | 5.7* | 24
- CCc1ccc(OCC(O)CN2CCN(C)CC2)cc1 (stereo not given)
 : 0.1 | -11 | 1.0 | 2
- O=C(Cn1nc(-c2ccccc2F)ccc1=O)NCC1CC1
 : -0.1 | -20 | -1.3 | -3
- O=C(NC1(c2ccc3c(c2)OCO3)CCCC1)c1ccc(=O)[nH]n1
 : 0.5 | 7 | -1.5 | 5
- COc1cccc(NC(=O)c2sc3nc(-c4ccc(C)cc4)cc(-c4ccco4)c3c2N)c1
 : 0.1 | 0 | 0.3 | -3
- O=C1c2ccccc2C(O)N1c1ccc(Cl)cn1 (stereo not given)
 : -0.3 | 5 | -5.5 | 0
- COc1ccc(C)cc1-n1nnnc1SC/C(O)=C(\C#N)c1nc2ccccc2[nH]1
 : -0.1 | -9 | 0.2 | -1
- COc1cc(C(=O)NC(C)(C)C)ccc1OCc1c(C)noc1C
 : 0.1 | 13 | -0.6 | -8
- Cc1ccc(SCC(=O)Nc2nnc(CC(=O)N3CCCC3)s2)cc1
 : 0.0 | 2 | 2.4 | -3
- COCCNc1cc(-c2cncc(-c3cc4ccccc4s3)c2)nc(C)n1
 : -0.2 | -5 | 3.1 | -32
- O=C(CN1C(=O)NC2(CCCC2)C1=O)Nc1cccc(S(=O)(=O)N2CCCCC2)c1
 : 0.0 | -5 | 0.7 | 0
- CCc1csc2ncc(C(=O)NOC(C)(C)C)c(=O)n12
 : -0.2 | -10 | -1.1 | 9
- CC1(NC(=S)NCCO)CCS(=O)(=O)C1 (stereo not given)
 : 0.1 | -1 | 0.5 | 2
- CC(CCn1cccn1)N1CCOc2ccc(C(O)c3ccccn3)cc2C1 (stereo not given)
 : 0.3 | 14 | -1.5 | 4
- Cc1ccc(S(=O)(=O)NCCN2CCN(CCNS(=O)(=O)c3ccc(C)cc3)CC2)cc1
 : -0.2 | 6 | 0.3 | -9
- CCOC(=O)N1CCN(C(=O)c2ccccc2CCc2ccccc2)CC1
 : 0.2 | 8 | 0.3 | -5
- O=C1CC(c2ccccc2)=Nc2ccccc2N1
 : -0.3 | -5 | 2.9 | -3
- C/C(=C\C(=O)Nc1cc(C)on1)c1ccccc1
 : 0.1 | -6 | -1.6 | 7
- Cc1ccc(-c2csc3ncc(C(=O)NC4CCCCC4)c(=O)n23)cc1
 : 0.8 | -7 | 1.1 | -2
- COc1cc(CN2CCC(C(=O)N(CCO)Cc3ccccc3)CC2)cc(OC)c1OC
 : 0.1 | 2 | -1.0 | 3
- COc1cccc(-n2c(=S)sc3c(=O)n(-c4ccccc4C)c(SCC(=O)NC4CCCCC4)nc32)c1
 : -0.1 | -1 | 0.6 | 1
- O=C1CC(c2ccccc2)CC2=C1C(c1cccc(Cl)c1Cl)Nc1ccccc1N2 (stereo not given)
 : 0.6 | 7 | -0.7 | -8
- O=C(O)CNC(=O)c1cccc2ccccc12
 : 0.0 | -8 | 0.7 | 4
- COc1ccc(C(=O)NCCNC(C)=O)c(OC)c1
 : 0.1 | 7 | 0.5 | 7
- COCCNC(=O)c1c(N)n(-c2ccc(S(N)(=O)=O)cc2)c2nc3ccccc3nc12
 : -0.1 | 10 | 0.0 | -1
- COc1ccc(-c2csc(=Nc3ccccc3)n2CCO)cc1F
 : 0.2 | 22 | 0.1 | -22
- COc1ccc(CCNC(=O)c2cccc(OC)c2)cc1
 : 0.0 | 3 | 0.8 | -1
- Cn1c2ccccc2n2c(=O)n(CC(N)=O)nc12
 : 0.0 | -7 | 0.1 | 0
- COc1cccc(CNCCC2CCC(=O)N2Cc2ccc(C(F)(F)F)cc2)c1 (stereo not given)
 : 0.0 | 8 | 0.4 | 0
- O=C(C1CCC1)N1CCc2cc(S(=O)(=O)N3CCCCCC3)ccc21
 : 0.2 | 9 | 0.6 | -19
- CN(C(=O)C1CCN(C(=O)c2cccs2)CC1)C(c1ccc(F)cc1)c1ccccn1 (stereo not given)
 : 0.2 | -4 | 0.0 | 7
- COc1cccc(CN2C[C@@H]3C[C@@H](c4ccc(-n5cccn5)cc4)N4CCC[C@@]34C2=O)c1
 : -0.1 | 6 | 1.9 | 9
- CCC[C@@H]1NC(=O)[C@@H]2C[C@H](NCc3cccc(C)c3)CN2C1=O
 : 0.1 | -14 | -0.4 | -4
- CCP(=O)(CC)c1ccccc1C(=O)O
 : -0.3 | 0 | -0.1 | -2
- CC(=O)Nc1ccc(OCC(O)Cn2c3ccccc3c3ccccc32)c(C)c1 (stereo not given)
 : -0.1 | 0 | 2.6 | -7
- Cc1cccc(Oc2coc3cc(OCC(=O)OC4CCCCC4)ccc3c2=O)c1
 : -0.2 | -3 | 0.0 | -1
- Nc1ccc2oc3ccc(N)cc3c(=O)c2c1
 : 0.0 | 0 | -1.8 | -15
- Cc1cc(-c2ccc(/C=C(\C#N)c3nc4ccccc4[nH]3)o2)c(C)c([N+](=O)[O-])c1
 : 0.1 | 24 | -0.5 | 0

Some of these compounds in order of count of non-hydrogen atoms, largest number first:
Under each structure – FBW7 activator | MITF primary | GPR151 activ | TEAD-YAP inh
- COc1cccc(CN2C[C@@H]3C[C@@H](c4ccc(-n5cccn5)cc4)N4CCC[C@@]34C2=O)c1
 : -0.1 | 6 | 1.9 | 9
- O=C1CC(c2ccccc2)CC2=C1C(c1cccc(Cl)c1Cl)Nc1ccccc1N2 (stereo not given)
 : 0.6 | 7 | -0.7 | -8
- Cc1cc(-c2ccc(/C=C(\C#N)c3nc4ccccc4[nH]3)o2)c(C)c([N+](=O)[O-])c1
 : 0.1 | 24 | -0.5 | 0
- COc1ccc(C(=O)NCCNC(C)=O)c(OC)c1
 : 0.1 | 7 | 0.5 | 7
- O=C1CC(c2ccccc2)=Nc2ccccc2N1
 : -0.3 | -5 | 2.9 | -3

Going on with the list.
SMILES,FBW7 activator,MITF primary,GPR151 activ,TEAD-YAP inh
CCOc1ccc(/C(O)=C2\C(=O)C(=O)N(c3nccs3)C2c2ccc(O)c(OC)c2)cc1 (stereo not given),0.3,-13,1.6,-33
COc1ccc(S(=O)(=O)N2CC=C(C(=O)Nc3ccc(NC(C)=O)cc3)CC2)cc1,-0.1,6,-0.5,-5
Cc1cccc(-c2nc(N(C)C3CCCCC3)c3ccccc3n2)c1,1.1,18,-0.7,0
Cc1nc(SCC(=O)O)c(C#N)c(C)c1C,0.0,0,0.3,3
COc1cc(/C=C2/NC(=O)N(c3cccc(Cl)c3)C2=O)cc([N+](=O)[O-])c1O,-0.5,3,-0.4,2
CCCCOc1ccc(-c2nc(C=Nc3ccc(OC)cc3)c(O)o2)cc1,0.6,1,2.0,-13
CN1CCN(c2ccccc2NC(=O)COc2ccc(Br)cc2)CC1,-0.1,4,-1.6,2
CCCCC(=O)Nc1ccc(C)cc1Br,0.1,0,2.0,-27
FC(F)(F)c1cccc(C2N(Cc3ccccc3)CCN2Cc2ccccc2)c1,0.1,-8,0.1,-4
CCCOc1ccc(CNCCCOCC)cc1OC,0.2,30,0.0,3
Cc1cccc2cc(CN(Cc3ccc(F)cc3)C(=O)N(C)C)c3nnnn3c12,0.1,14,0.6,5
Cc1[nH]c2ccccc2c1C(c1cc(Cl)ccc1O)N1CCOCC1 (stereo not given),0.0,-12,3.1,-32
COc1ccc(C2CC(=O)N3CN(Cc4ccco4)CSC3=C2C#N)c(OC)c1 (stereo not given),-0.2,10,-0.6,3
CCCOc1ccccc1C1C(C(=O)OC2CCCCC2)=C(C)NC2=C1C(=O)CC(C)(C)C2 (stereo not given),-0.3,-2,0.3,3
Cc1ccccc1N1C(=O)CN(C/C=C/c2ccco2)CC1C (stereo not given),0.1,18,-1.2,-16
O=C1C(=O)N(CCCn2ccnc2)C(c2cccc(Br)c2)/C1=C(/O)c1ccccc1 (stereo not given),0.0,7,0.3,7
O=C(/C=C/c1ccc(Cl)cc1)Nc1ccc(Cl)cn1,0.1,-4,-2.2,-18
CCN(CC)c1nc(C)nc2sc(C(=O)N3CCN(c4ccc(OC)cc4)CC3)c(C)c12,0.0,1,-0.6,-18
CCOC(=O)c1c(NC(=O)C(F)(OC)C(F)(F)F)sc2c1CCN(Cc1ccccc1)C2 (stereo not given),0.1,-13,-1.1,4
COc1cc(NC(=O)c2cc3c(=O)oc4ccccc4c3s2)cc(OC)c1OC,-0.1,3,0.4,-2
N#C/C(=C\c1cccc([N+](=O)[O-])c1)C(N)=O,0.1,2,5.7*,-3
COc1cccc(CC(=O)Nc2nc3c(s2)C(=O)CC(C)(C)C3)c1,0.0,-2,1.0,-3
O=C(COC(=O)c1ccc2[nH]c3c(c2c1)CCCC3)NCc1ccco1,-0.1,15,-1.2,-11
CC(=O)c1c(C)n(CC(=O)N2CCCCC2)c2ccccc12,0.1,10,2.1,1
Cc1c(C(=O)NC(=S)Nc2ccc3nn(-c4ccccc4)nc3c2)oc2ccccc12,-0.1,-4,1.4,-7
CCOc1ccc(N2C(=O)CC(N(CCc3ccccc3)C(=O)CC)C2=O)cc1 (stereo not given),0.2,9,-0.5,-7
Cc1ccc(-c2csc(NC(=O)c3ccc(Cl)cc3)n2)c(C)c1,0.0,-7,-1.3,-6
COc1ccc(CCn2c(SCC(=O)NCc3ccc(C)cc3)nc3ccsc3c2=O)cc1OC,0.1,4,-0.2,-7
COC(=O)c1c(C)oc2ccc(N(C(C)=O)S(=O)(=O)c3ccc4ccccc4c3)cc12,-0.1,-10,0.6,3
COc1ccc([N+](=O)[O-])cc1NC(=O)COC(=O)CCC(=O)c1ccc(F)cc1,0.2,-4,-0.1,4
CC(=O)N1CCN(c2nc(N3CCCC3)nc(N3CCCC3)n2)CC1,0.3,14,-0.3,10
CC(C)CCN1C(=O)C2C(C(=O)Nc3ccc(F)cc3)C3(C)C=CC2(O3)C1C(=O)NC1CCCCC1 (stereo not given),0.5,4,0.0,12
CC(=O)Nc1nnc(SCC(=O)Nc2ccccc2)s1,0.0,2,-0.3,0
COC(=O)c1ccc(N2CCCCC2)c2c1C(=O)c1ccccc1C2=O,-0.5,55*,3.6,3
O=C(Nc1onc2c1CSC2)c1cccc2ccccc12,-0.2,-2,-0.2,-11
CC(C)C(NC(=O)Nc1ccccc1)C(=O)O (stereo not given),0.0,-13,-0.3,11
CCOC(=O)c1cc2occc2n1CC(=O)NCCOC,-0.2,-17,-0.5,0
O=S(=O)(Nc1ccc2ccccc2c1)c1ccc(Br)cc1,0.1,2,0.1,14
COc1ccc(/C=C\C(=O)Nc2c3c(nn2-c2ccc(Cl)cc2)CS(=O)(=O)C3)cc1OC,0.3,17,-0.7,3
CCCOc1ccc(C(CC(=O)O)NC(=O)COc2ccccc2OC)cc1 (stereo not given),0.2,3,0.6,9
CCOCCCNCC(=O)Nc1ccc(N2CCCC2)cc1,0.1,13,1.5,-51
O=C(Nc1ccc(Cl)c(C(=O)O)c1)c1ncn[nH]1,0.4,22,-0.6,1
